From PubChem
LEDGF integ inh = blocks HIV-1 LEDGF/p75-dependent DNA integration | TR-FRET IN-LEDGF/p75 DNA integration, Eu/Cy5 | inhibition, % at 3.7 µM | hit rate 0.64% among 370,000;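 active means inhibition above the screen-wide mean plus 3 SD, cut at about 13% in these data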;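 further: signal is the Cy5 over europium emission ratio at 671 and 618 nm; 0% = plate median of compound wells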
PG9 binder = PG9 antibody binding by small molecule; TR-FRET gp120-PG9 antibody binding; inhibition, % at 6.7 µM; hit rate 0.43% among 360,000; in the data active means inhibition above about 8.5%
UHRF1 MBD2 ctr = UHRF1 methyl-DNA binding inhibition | Q96T88 | UHRF1 binding to methylated oligo, TR-FRET | inhibition, % at 4.4 µM | hit rate 0.75% among 370,000 | AID 687016; in the data active means inhibition above about 21%;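 further: UHRF1 SRA domain binding a hemimethylated CpG hairpin DNA probe; 0% = median of test compound wells and 100% = reference inhibitor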
MBD2 inh = inhibitors of human MBD2 binding to methylated oligonucleotide. Q9UBB5. TR-FRET. inhibition, % at 4.4 µM. hit rate 0.31% among 370,000; in the data active means inhibition above about 13%
Target sequence (Q9UBB5 whole entry, looked up): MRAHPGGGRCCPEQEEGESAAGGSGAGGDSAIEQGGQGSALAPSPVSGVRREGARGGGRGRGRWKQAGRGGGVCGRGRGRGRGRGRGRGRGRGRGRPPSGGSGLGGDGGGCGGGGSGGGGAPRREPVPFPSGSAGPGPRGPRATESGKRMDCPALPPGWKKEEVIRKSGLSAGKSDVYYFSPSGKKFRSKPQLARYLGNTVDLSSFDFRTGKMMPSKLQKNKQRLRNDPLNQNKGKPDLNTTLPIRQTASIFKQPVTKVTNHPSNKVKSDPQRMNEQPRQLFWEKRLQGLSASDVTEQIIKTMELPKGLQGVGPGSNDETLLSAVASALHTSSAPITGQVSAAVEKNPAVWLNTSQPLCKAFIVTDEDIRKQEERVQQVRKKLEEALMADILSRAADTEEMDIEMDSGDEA
TCR-CD3 inh = blocks the human TCR-CD3 interaction | TAMRA-labeled TCR probe fluorescence, biochemical | inhibition, % at 9.4 µM | hit rate 0.37% among 360,000; in the data active means inhibition above about 19%;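 further: recombinant mutant TCR 2C K166C tagged with TAMRA read by polarization; 0% = receptor in buffer alone and 100% = receptor with positive control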
HTRA1 inhibitor = blocks human HTRA1 serine peptidase | recombinant HTRA1, FP-rhodamine activity-based probe, fluorescence polarization | hit rate 0.5% among 340,000 | inhibition, % at 5.96 µM; in the data active means inhibition above about 36%;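 further: 0% = enzyme with DMSO and 100% = wells lacking enzyme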
Target sequence (Q92743 whole entry, looked up): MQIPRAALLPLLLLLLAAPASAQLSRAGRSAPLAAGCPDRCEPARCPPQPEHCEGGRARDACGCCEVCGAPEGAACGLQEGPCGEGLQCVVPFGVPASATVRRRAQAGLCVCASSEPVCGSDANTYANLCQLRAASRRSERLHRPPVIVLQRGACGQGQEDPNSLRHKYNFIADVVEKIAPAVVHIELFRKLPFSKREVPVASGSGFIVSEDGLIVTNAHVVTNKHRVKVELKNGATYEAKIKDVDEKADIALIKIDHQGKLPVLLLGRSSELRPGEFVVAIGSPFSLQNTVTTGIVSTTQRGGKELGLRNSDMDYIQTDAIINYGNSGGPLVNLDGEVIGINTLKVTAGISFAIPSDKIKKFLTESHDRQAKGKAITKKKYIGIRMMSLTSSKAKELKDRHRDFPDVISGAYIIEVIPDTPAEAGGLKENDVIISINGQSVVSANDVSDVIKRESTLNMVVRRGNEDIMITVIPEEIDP
rCAG RNA binder = binds r(CAG) RNA repeats; inhibition, % at 3 µM; hit rate 1.3% among 370,000; r(CAG) RNA repeat, TO-PRO-1 dye displacement fluorescence; AID 651821;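 active means inhibition above the plate cutoff, the mean of all test compounds on that plate plus 3 SD, cut at about 35% in these data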;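 further: 0% = DMSO alone and 100% = 100 µM mitoxantrone as full dye displacement; higher means more dye released from RNA so lower well fluorescence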
Rev-erbA mod = Rev-erb alpha (human) modulation. activity, % at 10 µM. AID 1259318. hit rate 0.79% among 370,000. Rev-erbα–FITC-DNA binding, fluorescence polarization, 90 min. P20393;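 active means activity above about 14%, limit read from the data; passing the limit was not always enough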;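 further: 0% = DMSO wells with 35 nM protein and 100% = DMSO wells with 750 nM protein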
PRMT1 FP inh = inhibitors of human PRMT1; hit rate 1.3% among 370,000; inhibition, % at 2.79 µM; AID 652257; recombinant PRMT1, activity-based probe fluorescence polarization; Q99873;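 active means inhibition above about 21% made by adding two undisclosed values, limit read from the data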
mABHD4 FP = inhibits mouse alpha/beta hydrolase domain 4 | Q8VD66 | purified mABHD4, FP-Rh probe fluorescence polarization | inhibition, % at 8.92 µM | hit rate 0.54% among 370,000;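 active means inhibition exceeding the mean over every tested compound plus 3 SD, cut at about 30% in these data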;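 further: 0% = plate median of compound wells and 100% = S159A mutant with DMSO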
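assay system = mABHD4 protein | compound dosing = single nominal dose of 8.92 µM, 0.89% DMSO final | read-out basis = percent inhibition of probe binding, normalized to plate controls | schedule = Enzyme–compound pre-incubation 45 min, then probe 60 min, both 25 °C | detection = fluorescence polarization, excitation 525 nm, emission 598 nm, BODIPY TMR filters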
* marks the source's active call; other numbers are inactive results; x = no result given. An excerpt; count on the stated rates, not on these rows.

SMILES	LEDGF integ inh	PG9 binder	UHRF1 MBD2 ctr	MBD2 inh	TCR-CD3 inh	HTRA1 inhibitor	rCAG RNA binder	Rev-erbA mod	PRMT1 FP inh	mABHD4 FP
CC1CCCCC1NC(=O)Cn1nc(-c2ccccc2)ccc1=O (stereo not given)	6	1.8	3	1	-1	6	-6	0	0	1
CC(C)CN(C(=O)CCCSc1nc2ccccc2[nH]1)c1c(N)n(Cc2ccccc2)c(=O)[nH]c1=O	0	-2.9	2	-4	2	1	-7	1	1	-6
COc1cccc(NC(=O)CN(C)C(=O)/C=C/c2cc(OC)ccc2OC)c1	1	1.2	-3	2	0	-10	-1	4	0	0
COc1cccc(SCC2CSc3nc4ccccc4c(=O)n32)c1 (stereo not given)	-2	-0.8	0	6	-1	0	-3	3	10	7
Cc1[nH]c(=O)[nH]c(=O)c1S(=O)(=O)N1CCCC(C(=O)N2CCC(Cc3ccccc3)CC2)C1 (stereo not given)	1	-3.2	2	2	-4	1	14	4	-4	1
CCc1ccc2c(CN3CCOCC3)cc(=O)oc2c1	2	-1.0	2	-1	5	-1	-2	3	-1	-6
Cc1ccc(C)c(N/N=C2\CCCNC2=O)c1	-1	-0.3	-4	-4	0	5	2	4	1	7
Cc1[nH]c2ccccc2c1/C=N/NS(=O)(=O)c1ccccc1	-2	-2.4	5	1	-13	16	10	2	1	2
COC(=O)C1CN(Cc2cn(Cc3ccc(F)cc3)nn2)CCS(=O)(=O)N1Cc1ccc(F)cc1 (stereo not given)	5	x	16	5	x	x	2	-5	-1	-1
O=C(CN1CCN(C(C(=O)Nc2ccc(Cl)cc2C(F)(F)F)c2ccccc2)CC1)NC1CC1 (stereo not given)	2	-0.2	-2	-2	3	-2	1	2	-2	-1
CC(C)(C)Nc1c([N+](=O)[O-])c(=O)sc2ccccc12	0	-1.1	-1	1	5	11	-1	4	-2	4
O=C(COC(=O)/C=C/c1ccc([N+](=O)[O-])cc1)NCc1ccc2c(c1)OCO2	-3	0.2	-1	4	1	8	0	1	-2	8
Cn1ccsc1=NC(=O)c1cccc(C#N)c1	3	-1.2	-2	-3	5	0	-6	-2	5	1
CCC1(O)c2ccccc2-c2ncccc21 (stereo not given)	-3	0.1	-2	1	3	5	-2	0	-1	3
CC1CCCN(CCCNC(=O)C2CCN(S(=O)(=O)N3CCC4(CC3)OCCO4)CC2)C1 (stereo not given)	2	2.4	4	5	-3	-2	-3	-4	1	-9
N#CCCNc1c(Cl)cc(Cl)cc1C(=O)O	2	-0.8	3	4	5	-1	-1	-3	0	4
CC1CCc2sc(C(=O)OCC(=O)NC(N)=O)cc2C1 (stereo not given)	-1	8.0	2	2	-3	4	0	5	2	0
CC1(C)Cc2c(cnn2-c2ccccc2)C(NC(=O)CCc2ccncc2)C1 (stereo not given)	1	-2.0	1	6	-3	-4	-5	2	-7	1
COc1ccc(CC(=O)OCC(=O)NC2CC2)cc1	1	-2.2	1	0	-4	1	-1	-1	2	2
O=C1NCCC/C1=N/Nc1cc(F)ccc1F	-3	-0.5	-1	0	-3	6	-2	-4	-5	6
Cc1cccc(NC(=O)Cn2nnc(-c3ccc(CN4CCCC4)cc3)n2)c1C	-1	0.9	-2	-2	-6	-3	8	-3	0	-2
COc1cccc(CN2CCN(C(=O)c3ccco3)CC2)c1OC	-3	-1.0	-2	-1	2	-2	-2	-2	-3	13
O=C(Cn1cnc2ccccc21)N1CCc2ccccc21	-2	-3.6	0	0	-2	4	0	0	-3	7
CCOC(=O)c1ccc(NC(=O)C(=O)NCc2ccccn2)cc1	0	-1.8	3	9	-7	-3	-1	-4	5	-12
Cc1ccc(NC(=O)CCN2CCC(Cc3ccccc3)CC2)cc1	-1	-0.6	-1	1	15	8	-7	-4	-2	0

Whole records as entered above. Order of screens: LEDGF integ inh, PG9 binder, UHRF1 MBD2 ctr, MBD2 inh, TCR-CD3 inh, HTRA1 inhibitor, rCAG RNA binder, Rev-erbA mod, PRMT1 FP inh, mABHD4 FP
COc1cccc(SCC2CSc3nc4ccccc4c(=O)n32)c1 (stereo not given) as listed: -2, -0.8, 0, 6, -1, 0, -3, 3, 10, 7
O=C(Cn1cnc2ccccc21)N1CCc2ccccc21 as listed: -2, -3.6, 0, 0, -2, 4, 0, 0, -3, 7
CC1CCCN(CCCNC(=O)C2CCN(S(=O)(=O)N3CCC4(CC3)OCCO4)CC2)C1 (stereo not given) as listed: 2, 2.4, 4, 5, -3, -2, -3, -4, 1, -9

3 compounds already listed, sorted by their value in MBD2 inh, low to high:
Structure | MBD2 inh
O=C(CN1CCN(C(C(=O)Nc2ccc(Cl)cc2C(F)(F)F)c2ccccc2)CC1)NC1CC1 (stereo not given) | -2
CC1CCCCC1NC(=O)Cn1nc(-c2ccccc2)ccc1=O (stereo not given) | 1
Cc1[nH]c(=O)[nH]c(=O)c1S(=O)(=O)N1CCCC(C(=O)N2CCC(Cc3ccccc3)CC2)C1 (stereo not given) | 2

(continued)
SMILES	LEDGF integ inh	PG9 binder	UHRF1 MBD2 ctr	MBD2 inh	TCR-CD3 inh	HTRA1 inhibitor	rCAG RNA binder	Rev-erbA mod	PRMT1 FP inh	mABHD4 FP
CCCCS/C(=C(/C#N)C(N)=O)c1cc2c([nH]1)CCCC2	0	0.5	-5	2	9	3	1	1	2	3
CC(C)c1ccc2oc(=O)cc(CN3CCN(c4ccccc4)CC3)c2c1	-2	0.8	-1	3	0	-3	-2	0	-2	4
O=C(CCCN1C(=O)c2cccc3cccc(c23)C1=O)OCC(=O)N1CCCCC1	0	0.8	-5	-1	2	1	1	-2	7	-11
Cc1cccc(NC(=O)c2nc[nH]c2C(=O)Nc2cccc(C)c2)c1	-3	-0.7	-2	5	-7	-22	4	4	1	-5
CCCc1cc(C(=O)NCc2cccnc2)no1	-5	-1.2	0	-4	8	2	1	-6	-3	7
O=C1CSC(=Nc2ccc(O)cc2)N1	-3	0.4	-2	2	7	6	3	-4	2	2
CC(=O)Nc1ccccc1C(=O)C(=O)Nc1ccc(F)c(Cl)c1	1	-2.1	-1	5	-2	-2	0	-1	-3	2
COc1ccc(C(c2sc3nc(C)nn3c2O)N2CCCCC2)cc1 (stereo not given)	-1	-1.1	-2	-6	-1	-1	2	1	-4	-3
COc1cccc(CSc2nc3cc4c(cc3cc2C)OCCO4)c1	-7	0.5	3	5	-4	-37	10	13	5	-24
CC[C@H]1C(c2ccc(F)cc2)=NN(c2ccccc2)[C@@H]1CO	2	4.3	12	2	-4	10	4	-2	-5	2
Cn1nc(C(F)(F)F)c2cc(C(=O)Nc3ccc(C(F)(F)F)cc3)sc21	2	-1.8	-1	-3	11	4	-1	-2	1	-2
CCc1nc2n(n1)C(O)c1cc([N+](=O)[O-])ccc1S2 (stereo not given)	-1	-0.6	2	2	-8	-2	-2	0	7	2
COc1ccc(NC2CCCN(C(=O)CSc3ccccn3)C2)cc1OC (stereo not given)	0	-4.3	-3	-6	2	2	-3	2	4	4
Cc1c(NC(=O)c2cccc(NC(=O)COc3ccc(C#N)cc3)c2)c(=O)n(-c2ccccc2)n1C	-10	2.5	2	-1	-7	2	-1	5	1	-2
O=C(COC(=O)/C=C/c1ccc(F)cc1)Nc1cc(C(F)(F)F)ccc1N1CCOCC1	-2	-2.5	0	-1	6	4	-4	-5	-3	2
O=C1C=Cc2ccccc2/C1=C/c1[nH]c(=O)[nH]c1O	2	-0.4	-1	-4	-4	-17	16	-6	6	11
Clc1cccc(Cc2c(C3CCCCC3)nc3c4ccccc4ccn23)c1	6	-0.4	24*	3	4	x	2	1	-4	-6
CCCCC/C=C\C/C=C\C/C=C\CCCCC(=O)O	8	-0.2	5	-1	-4	-6	30	0	2	12
Cc1ccc(-c2nc(CS(=O)CC(=O)NC3CC3)c(C)o2)cc1 (stereo not given)	0	-2.0	11	2	0	7	0	-2	1	4
CC(=O)Nc1ccc(S(=O)(=O)NCc2ccc(C(=O)N3CCOCC3)cc2)cc1	-3	-0.9	1	-5	12	-6	1	2	-3	-2
O=C(CCC(=O)N1CCN(c2ccccn2)CC1)c1ccc(Cl)s1	-1	-1.2	4	1	-1	-17	18	3	8	-8
Cc1cc(OCC(=O)N2CCC(O)(c3ccc(Cl)cc3)CC2)c2c(C)cc(=O)oc2c1	-4	1.0	2	0	-1	10	2	0	2	2
NC(=O)CNC(=O)[C@@H]1CC2(CC(c3ccc(Cl)cc3)=NO2)CN1C(=O)c1ccccc1 (stereo not given in full)	4	2.5	0	1	-8	5	4	-5	3	-1
COc1ccc(CCNc2nc(-c3cccnc3)nc3ccccc23)cc1OC	2	-1.3	1	-3	5	-30	0	-6	-3	-6
COC(=O)COc1cc(=O)oc2ccc(NS(=O)(=O)c3ccccc3)cc12	-4	-0.5	0	-1	-5	1	9	3	3	5

Following part:
SMILES	LEDGF integ inh	PG9 binder	UHRF1 MBD2 ctr	MBD2 inh	TCR-CD3 inh	HTRA1 inhibitor	rCAG RNA binder	Rev-erbA mod	PRMT1 FP inh	mABHD4 FP
O=S(=O)(c1ccc(Br)cc1)N1CCn2c(nc3ccccc32)C1	0	-0.1	1	-4	1	-1	1	3	-5	4
CC(C)N(C(=O)CO/N=C/c1cccc([N+](=O)[O-])c1)C(C)C	0	0.8	5	7	-12	-10	-5	-1	4	-11
CCOc1ccc(-n2c(N)c(C(=O)NCC3CCCO3)sc2=S)cc1 (stereo not given)	-1	1.0	0	-4	8	0	-3	-3	4	3
Clc1ccc2c(NCc3ccco3)ncnc2c1	1	-1.5	-2	0	14	-5	0	-2	-2	1
Cc1nnc(SCCCn2c(N3CCCCC3)nc3c2c(=O)[nH]c(=O)n3C)s1	0	1.1	-1	-2	0	7	-7	0	1	0
CCC(=O)N1CCC(C)(C(=O)Nc2ccc3c(c2)OCCO3)C1 (stereo not given)	-3	-2.2	-1	-2	3	x	1	-1	2	3
COCCCNC(=O)c1ccc(NC(C)=O)cc1	-1	-1.7	0	4	1	-8	3	-1	1	6
Cc1ccc(O)c(CNc2ccc(S(=O)(=O)Nc3nccs3)cc2)c1	3	-1.0	2	1	-2	-5	20	4	2	2
COC(C(=O)Nc1ccc(C(C)=O)cc1)c1ccccc1 (stereo not given)	3	0.2	-1	-5	-5	-1	-5	-1	-3	0
CSC(=NCc1ccc(F)cc1)NS(=O)(=O)c1cccs1	1	-0.4	41*	-3	-2	-2	2	-3	1	2
CCOC(=O)C1CCCN(C(=O)c2cc(F)ccc2C)CC1 (stereo not given)	2	1.1	-2	2	-1	x	-1	-4	-2	7
Cc1ccccc1NC(=O)NC1CCCCC1C (stereo not given)	-4	-2.2	-1	0	5	5	-3	2	-1	1
Cn1c(=O)[nH]c(=O)c2c1nc(SCC(O)CO)n2Cc1ccccc1Cl (stereo not given)	-4	-0.7	3	-5	-6	-9	-3	-1	3	2
Cc1cccc(NS(=O)(=O)c2cc(Cl)ccc2Cl)n1	1	-1.7	-3	-4	3	-3	1	-5	-1	-5
CC(=O)c1cccc(NC(=O)C2CCCN(S(C)(=O)=O)C2)c1 (stereo not given)	-1	-0.6	-1	1	1	1	-3	0	0	7
Cc1cccc(OCC(=O)N2CCC3(CC2)CC(=O)c2ccccc2O3)c1	0	1.7	-3	-4	-9	-5	-7	-5	-2	-8
CCN(C(=O)COC(=O)CCc1ccc(OC)cc1)c1c(N)n(Cc2ccccc2)c(=O)[nH]c1=O	3	0.9	4	9	-2	1	-5	-2	-1	-9
COc1ccc(NC(=O)CN2C(=O)NC3(CCCCCC3)C2=O)cc1Cl	2	0.3	-1	3	2	-9	0	-2	-3	-6
Cc1ccc(-n2c(C)cc(C(=S)N3CCOCC3)c2C)cc1C	0	0.0	-1	1	8	-4	0	1	5	3
CC(C)C(NC(=O)c1ccc(C(C)(C)C)cc1)C(=O)NCc1ccccn1 (stereo not given)	1	-2.0	-2	0	0	9	-6	1	-9	8
